TTR transcr act: increases transthyretin transcription; SH-SY5Y TTR promoter Gaussia luciferase, luminescence; 100% = recombinant luciferase protein wells; activation, % at 16.7 µM; 92,000 compounds, 1.3% hits;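 active = activation above the mean of all tested compounds plus 3 SD, cut at about 9.5% in these data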;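 note: cells exposed to compounds for one day before reading; 0% = median of all test compound wells on the plate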
The depositor's hits bear a star. Only part of the results is shown. The share of hits here may be higher or lower than overall.

COC(=O)c1cc(NC(=O)c2c(F)c(F)c(F)c(F)c2F)cc(C(=O)OC)c1 was read as TTR transcr act 4.2.
`Cc1ccc(S(=O)(=O)N2CCN(c3nc(-c4cccs4)nc4ccccc34)CC2)cc1` gave TTR transcr act 3.1.
CCCCCCN1C[C@H](O)[C@@H](n2cc(COC(=O)c3ccccc3)nn2)C[C@@H]1c1ccc(C)cc1 was read as TTR transcr act -1.5.
Cc1csc(NC(=O)CCS(=O)(=O)c2ccc(Br)cc2)n1 was read as TTR transcr act -0.7.
Screening O=S(=O)(Nc1nc2c(s1)CCCC2)c1ccc(Br)cc1 returned TTR transcr act -2.2.
For COC(=O)C1=C(C)N(CCc2ccc(OC)c(OC)c2)C(=O)/C1=C\c1ccc(O)cc1 the results were TTR transcr act -1.0.
Screening COc1cccc(NC(=O)CCSc2ccc3ccccc3n2)c1 returned TTR transcr act 3.0.
For Cc1ccccc1-c1nnn(C/C(N)=N/O)n1 the results were TTR transcr act -1.3.
CCOc1cnn(-c2ccccc2)c(=O)c1Cl was read as TTR transcr act 2.9.
CN1CCN(CCCNC(=O)CCc2nnc3n(Cc4ccccc4Cl)c(=O)c4ccccc4n23)CC1 was read as TTR transcr act -0.7.
Screening CCOC(=O)C1CCCN(C(=O)c2ccc3ncsc3c2)C1 (stereo not drawn) returned TTR transcr act 0.3.
COc1ccccc1CN(C)C(=O)c1ccc(S(=O)(=O)Nc2c(C)n(C)n(-c3ccccc3)c2=O)cc1 was read as TTR transcr act 0.2.
COc1ccc(CNC(=O)C(C#N)c2nc3ccccc3nc2N2CCCC2)cc1 (stereo not drawn) was read as TTR transcr act -1.0.
Screening O=C(COC(=O)c1cc(-c2cccs2)nn1-c1ccccc1)Nc1ccc(F)c([N+](=O)[O-])c1 returned TTR transcr act 0.1.
`Cc1cc(C)cc(NC(=O)CCNS(=O)(=O)c2ccc3c(c2)oc(=O)n3C)c1` gave TTR transcr act -0.7.
Screening O=C(COC(=O)c1cccc(S(=O)(=O)N2CCN(c3ccc(F)cc3)CC2)c1)NCC1CCCO1 (stereo not drawn) returned TTR transcr act 2.7.
Screening Cc1noc(NC(=O)c2ccc(F)cc2)c1C#N returned TTR transcr act 14*.
For CCOc1ccccc1NC(=O)C1CCC(CNc2c(N3CCOCC3)c(=O)c2=O)CC1 (stereo not drawn) the results were TTR transcr act -1.2.
Screening O=C(CCN1C(=O)c2ccccc2C1=O)OCN1C(=O)c2ccccc2C1=O returned TTR transcr act 0.9.
Cc1cc(C)c(C)c(OCCOCCN2CCN(C)CC2)c1 was read as TTR transcr act 4.1.
Screening CCn1c(=O)c2sccc2n2c(CCCC(=O)NCCc3ccc(S(N)(=O)=O)cc3)nnc12 returned TTR transcr act 4.0.
Screening COc1cccc(CN2C(=O)CCC2(C)C(=O)NC2CCCCC2)c1 (stereo not drawn) returned TTR transcr act 0.1.
For COc1ccccc1C(=O)NCc1nnc(SCC(=O)Nc2nccs2)n1C the results were TTR transcr act 3.6.
Cc1ccc(NC(=O)c2cc(S(=O)(=O)N3CCCCC3)ccc2N2CCOCC2)cc1S(=O)(=O)N(C)C was read as TTR transcr act 2.1.
Screening Cc1ccc(NC(=O)CCc2c(C)nn(-c3ccc(N4CCCCC4)nn3)c2C)cc1 returned TTR transcr act 0.8.
For Cc1cc(C(C)(C)C)oc1C(=O)N(CC(=O)NC1CCCC1)c1ccc(F)cc1 the results were TTR transcr act -0.5.
Screening CC(CNc1nc2ccccc2n2cnnc12)c1ccccc1 (stereo not drawn) returned TTR transcr act -0.7.
O=C(O)c1ccc(-c2ccccc2Cl)o1 was read as TTR transcr act -1.6.
Cc1cc(/C=N/Nc2ccc([N+](=O)[O-])cn2)c(C)n1-c1ccc(C(=O)O)cc1 was read as TTR transcr act -3.1.
`Cc1ccc(C(=O)CSc2nnc(-c3ccccc3)n2-c2ccccc2)o1` gave TTR transcr act -2.0.
For CCNC(=O)CC1C(=O)N(CC)C(=S)N1NC(=O)c1ccccc1 (stereo not drawn) the results were TTR transcr act 0.3.
`CCCCc1ccc(/C=C2\C(=O)ON=C2c2ccccc2)s1` gave TTR transcr act -1.0.
CC(=O)Nc1ccc(NC(=O)CSCCc2ccccn2)cc1 was read as TTR transcr act 2.9.
`O=C(CSc1nc2ccccc2n1S(=O)(=O)c1cccc([N+](=O)[O-])c1)NCCc1ccccc1` gave TTR transcr act 1.8.
`C=CCN1C(=O)OC2(CCCCC2)C1(C)O` (stereo not drawn) gave TTR transcr act 0.4.
For CC1(C(=O)Nc2ccc(Cl)c(Cl)c2)CCN1C(=O)CCC1CCCC1 (stereo not drawn) the results were TTR transcr act 5.7.
Screening CC(=O)NN(O)C1N(C)C(=O)N(Cc2ccccc2)C1(C)C (stereo not drawn) returned TTR transcr act 4.4.
Screening Cc1noc(C)c1S(=O)(=O)N1CCC(C(=O)N2CCN(C(=O)c3ccco3)CC2)CC1 returned TTR transcr act -0.6.
For CCCS(=O)(=O)c1c(S(=O)(=O)CCC)c2c(N)cccn2c1C(=O)c1ccc(F)cc1 the results were TTR transcr act -1.6.
CC(=O)Nc1ccc(NC(C)=O)c(NC2OCC(O)C(O)C2O)c1 (stereo not drawn) was read as TTR transcr act 2.9.
`CCOC(=O)C1=C(COC(=O)C(C)(C)Oc2ccc(Cl)cc2)NC(=O)NC1C` (stereo not drawn) gave TTR transcr act 5.7.
Screening CCC1CCCCN1CCCNC(=O)c1ccc2c(=O)n(Cc3ccc(OC)cc3)c(=O)[nH]c2c1 (stereo not drawn) returned TTR transcr act 0.6.
Fc1ccc(Cn2ccc3ccc(-c4ccc5ccn(Cc6ccccc6)c5c4)cc32)cc1 was read as TTR transcr act 1.5.
For COc1ccc(/C=N/NC(=O)C2c3ccccc3-c3ccccc32)cc1 the results were TTR transcr act 1.8.
For COC(=O)C1=C/CCCN(C(c2ccccc2)c2ccccc2)/C=C\1C(=O)OC the results were TTR transcr act -0.4.
Screening COc1cc(CC(NC(C)=O)C(=O)NC2CCN(c3c(Cc4ccccc4)c(C)nc4ncnn34)CC2)cc(OC)c1 (stereo not drawn) returned TTR transcr act -1.6.
Screening CCn1c2c(c(=N)c3c1CCC3)CCCC2 returned TTR transcr act 1.8.
COc1ccc(C(=O)COC(=O)[C@@H](NS(=O)(=O)c2ccccc2)C(C)C)cc1 was read as TTR transcr act 0.6.
Screening CCCn1c(SCC(=O)NCc2ccc(Cl)cc2)n[nH]c1=O returned TTR transcr act -0.5.
`c1ccc(Oc2nc(-c3cccnc3)nc3ccccc23)cc1` gave TTR transcr act 8.2.
O=C(CSc1nnc(-c2ccncc2)o1)NCc1ccccc1Cl was read as TTR transcr act 6.8.
For Nc1ccccc1OCP(=O)(c1ccccc1)c1ccccc1 the results were TTR transcr act 1.3.
For O=C(CSc1n[nH]c(=O)n1C1CC1)c1ccc(F)cc1 the results were TTR transcr act 0.6.
Screening COc1ccc(/C=C/C(=O)NCc2c(C)nn(C)c2C)cc1COc1ccc(Br)cc1 returned TTR transcr act -1.3.
CCN(CC)c1ncnc2c1[nH]c1ccccc12 was read as TTR transcr act -4.8.
For COc1ccc(CN2CC(C(=O)NCCc3ccc(C)cc3)CC2=O)cc1 (stereo not drawn) the results were TTR transcr act -0.8.
O=C(O)c1ccccc1COc1ccccc1Cl was read as TTR transcr act 3.2.
Screening COc1ccc(Br)cc1/C=C/C(=O)OCC(=O)NCCc1ccc(S(N)(=O)=O)cc1 returned TTR transcr act 0.1.
Cc1cccc(-n2c(-c3csc(C(C)C)c3)n[nH]c2=S)c1 was read as TTR transcr act -1.7.
For COc1ccc(CNCC(O)COc2ccc(C)cc2[N+](=O)[O-])cc1 (stereo not drawn) the results were TTR transcr act 2.5.
Screening Cc1cccc(CCNC(=O)CCCOc2cc(=O)n(C)c3ccccc23)c1 returned TTR transcr act -2.3.
`CC(=O)Nc1ccc(Nc2nccc(C)n2)cc1` gave TTR transcr act -0.3.
Fc1cc(F)c(C2SCCN2C(=S)Nc2cccc(C(F)(F)F)c2)c(F)c1 (stereo not drawn) was read as TTR transcr act -1.3.
`CC(=O)N1c2ccc(S(=O)(=O)NCCC(=O)NC3CCC(C)CC3)cc2CC1C` (stereo not drawn) gave TTR transcr act -1.5.
Screening CCOc1ccc(-n2c(SCC(=O)Nc3ccc(OC)cc3OC)nc3c(c2=O)SCC3)cc1 returned TTR transcr act -0.8.
For NC(=O)C1CC(=O)N(c2ccc(OCc3ccccc3Cl)cc2)C1 (stereo not drawn) the results were TTR transcr act 0.3.
`O=C(COc1ccccc1-c1ccccc1)Nc1ccc(S(=O)(=O)NCc2ccco2)cc1` gave TTR transcr act -0.9.
`COc1ccc(/C=C/C(=O)OCC(=O)NC2CCCCC2C)c(OC)c1` (stereo not drawn) gave TTR transcr act -1.0.
Screening O=C(N/N=C1\CC2CC=CC12)c1ccc(COc2ccccc2)cc1 (stereo not drawn) returned TTR transcr act -0.9.
COc1ccc(C(=O)NCCCNC(=O)c2cnccn2)cc1Br was read as TTR transcr act 1.0.
Screening O=C(Cc1ccc([N+](=O)[O-])cc1)Nc1cc(C(F)(F)F)cc(C(F)(F)F)c1 returned TTR transcr act 0.4.
`Cc1cc(C)n(CCC(=O)N/N=C/c2cccc([N+](=O)[O-])c2)n1` gave TTR transcr act 0.4.
O=C(O)c1cccc(COc2cccc3ccccc23)c1 was read as TTR transcr act -1.2.
`CCCCn1nc(NS(=O)(=O)c2cccc3nonc23)c2cc3cccc(C)c3nc21` gave TTR transcr act -1.5.
`Cc1ccc(C)c(Nc2nc3c(S(=O)(=O)c4ccccc4)nnn3c3ccccc23)c1` gave TTR transcr act 3.0.
Screening Cc1cc(C)cc(C(=O)NCCCN2CCOCC2)c1 returned TTR transcr act 0.0.
Screening CN(C)NC(=S)NC1CCS(=O)(=O)C1 (stereo not drawn) returned TTR transcr act -1.6.
Screening Cc1cccc(C(=O)NCC(=O)N2CCN(c3ccccn3)CC2)c1 returned TTR transcr act -1.4.
Screening O=C(Nc1ccc(CN2CCOCC2)cc1)c1ccc(-c2ccc(Cl)cc2Cl)o1 returned TTR transcr act -4.0.
Screening CCOc1ccc(OCC)c(NC(=O)C2CCCN(c3ncccn3)C2)c1 (stereo not drawn) returned TTR transcr act -1.0.

Copied from above (four entries):
Screening Cc1cccc(CCNC(=O)CCCOc2cc(=O)n(C)c3ccccc23)c1 returned TTR transcr act -2.3.
`CC(=O)Nc1ccc(Nc2nccc(C)n2)cc1` gave TTR transcr act -0.3.
Fc1cc(F)c(C2SCCN2C(=S)Nc2cccc(C(F)(F)F)c2)c(F)c1 (stereo not drawn) was read as TTR transcr act -1.3.
`CC(=O)N1c2ccc(S(=O)(=O)NCCC(=O)NC3CCC(C)CC3)cc2CC1C` (stereo not drawn) gave TTR transcr act -1.5.

Other records follow:
CCCc1nc2scc(-c3ccc(C)cc3)c2c(=O)n1N was read as TTR transcr act -1.2.
Screening Cc1ccc(C(=O)NC(=S)NCC2CCCO2)cc1Br (stereo not drawn) returned TTR transcr act -0.1.
`O=C1c2ccsc2SCCN1Cc1ccc(Cl)cc1Cl` gave TTR transcr act 2.2.
Cc1ccc(NC(=O)c2ncn(CCCNCC(C)c3ccccc3)n2)cc1C (stereo not drawn) was read as TTR transcr act -0.3.
For CCNc1nc(=S)nc(NCc2ccccc2)[nH]1 the results were TTR transcr act -1.1.
For O=C1c2ccc(-c3ccc(F)cc3OCc3ccccc3)cc2S(=O)(=O)c2cccc(C(=O)N3CCN(c4ncc(Br)cn4)CC3)c21 the results were TTR transcr act -0.2.
Screening O=C(NC1CCCC1)C(c1ccccc1)N(Cc1ccc(F)cc1)C(=O)c1csnn1 (stereo not drawn) returned TTR transcr act -2.1.
CCC(C)C(NS(=O)(=O)c1ccc(C)cc1)C(=O)NCCCN1CCOCC1 (stereo not drawn) was read as TTR transcr act -0.4.
`Cc1cccn2c(=O)c3cc(C(=O)N4CCN(Cc5ccccc5)CC4)sc3nc12` gave TTR transcr act 9.2.
Screening COc1ccc(OCc2nnc(SCC(=O)Nc3ccccc3C#N)o2)cc1 returned TTR transcr act 0.9.
For COc1ccc(NC(=S)N(CCO)Cc2cc3c(C)cc(C)cc3[nH]c2=O)cc1 the results were TTR transcr act -1.1.
For COc1cccc(NC2=Nc3cccc4cccc2c34)c1 the results were TTR transcr act 0.6.
Screening NC(=O)c1ccc(-c2csnn2)cc1 returned TTR transcr act -0.6.
CN1CCN(C(=O)CNC(=O)Cc2ccc(Cl)cc2)CC1 was read as TTR transcr act -1.6.
C=CCNC(=O)/C(C#N)=C/c1ccccc1[N+](=O)[O-] was read as TTR transcr act 0.5.
`O=C(N/N=C/c1cn(Cc2cccc(F)c2)c2ccccc12)c1cc(O)cc(O)c1` gave TTR transcr act -0.7.
C=CCNC(=O)/C(C#N)=C/c1ccc(OS(=O)(=O)c2ccc(C)cc2)c(OC)c1 was read as TTR transcr act -1.6.
Screening CCOc1cc(NC(=O)c2cccs2)c(OCC)cc1NC(=O)CCC(=O)NCc1ccccn1 returned TTR transcr act -0.3.
CCN(CC)Cc1ccccc1Sc1ccccc1 was read as TTR transcr act -2.3.

Among those listed so far, twelve have a Cl atom.
CCOc1cnn(-c2ccccc2)c(=O)c1Cl was read as TTR transcr act 2.9.
CN1CCN(CCCNC(=O)CCc2nnc3n(Cc4ccccc4Cl)c(=O)c4ccccc4n23)CC1 was read as TTR transcr act -0.7.
O=C(O)c1ccc(-c2ccccc2Cl)o1 was read as TTR transcr act -1.6.
For CC1(C(=O)Nc2ccc(Cl)c(Cl)c2)CCN1C(=O)CCC1CCCC1 (stereo not drawn) the results were TTR transcr act 5.7.
`CCOC(=O)C1=C(COC(=O)C(C)(C)Oc2ccc(Cl)cc2)NC(=O)NC1C` (stereo not drawn) gave TTR transcr act 5.7.
Screening CCCn1c(SCC(=O)NCc2ccc(Cl)cc2)n[nH]c1=O returned TTR transcr act -0.5.
O=C(CSc1nnc(-c2ccncc2)o1)NCc1ccccc1Cl was read as TTR transcr act 6.8.
O=C(O)c1ccccc1COc1ccccc1Cl was read as TTR transcr act 3.2.
For NC(=O)C1CC(=O)N(c2ccc(OCc3ccccc3Cl)cc2)C1 (stereo not drawn) the results were TTR transcr act 0.3.
Screening O=C(Nc1ccc(CN2CCOCC2)cc1)c1ccc(-c2ccc(Cl)cc2Cl)o1 returned TTR transcr act -4.0.
`O=C1c2ccsc2SCCN1Cc1ccc(Cl)cc1Cl` gave TTR transcr act 2.2.
CN1CCN(C(=O)CNC(=O)Cc2ccc(Cl)cc2)CC1 was read as TTR transcr act -1.6.
